Giardia kill – Giardia lamblia killing. Giardia lamblia trophozoite viability. activity change, % at 7.66 µM, hits read low. hit rate 0.15% among 340,000. AID 540267; in the data active = activity change below about -80%; inconclusive = between about -30% and that limit;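 note: parasites exposed to compound for two days anaerobically before the ATP read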
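Compounds were tested on trophozoites seeded at 100 cells/well and held 48 hrs at 37 deg C anaerobically. An ATP-based luminescent kit measured the remaining live cells.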
hERG WT inh – blocks the wildtype human KCNH2 potassium channel; hit rate 0.37% among 340,000; AID 720551; activity change, % at 1.84 µM; Q12809; U2OS, BacMam KCNH2, thallium flux FluxOr; stronger effect = lower value;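 active = maximum activity change below -70%; inconclusive = maximum activity change between -70% and -50%; inactive = maximum activity change above -50%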
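U2OS cells transduced with wild-type KCNH2 virus are loaded with FluxOr dye for 45 min, and thallium flux is measured in kinetic reads before and after stimulation buffer. Rate constants are normalized to DMSO controls.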
Coupling enz – counter-screen for Giardia aldolase inhibitors: coupling enzyme system; coupling enzyme system counterscreen, AmpLite Red fluorescence; activity change, negative = inhibition, % at 58.2 µM, hits read low; hit rate 0.67% among 290,000; AID 2472; in the data active = activity change below about -30%
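Activity here indicates interference with the coupling reaction, not aldolase inhibition. Compounds at 57.5 uM final met coupling enzymes for 10 min at RT; substrate and AmpLite Red detection followed, with a 525/598 nm fluorescence read after 20 min.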
Eya2 phos inh – blocks the phosphatase activity of human Eya2 | Potency, µM (titrated, usually from 76.9 µM), for the others: at the highest dose activity, negative = inhibition, hits mostly inhibitors | O00167 | hit rate 0.006% among 330,000 | recombinant Eya2, OMFP fluorescence dephosphorylation (OMFP is methylfluorescein phosphate); note: potency is the fitted concentration of half-maximal effect
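Eya2 protein (added as 0.2 uM solution) was preincubated with compound for 10 min at ambient temperature in 50 mM HEPES pH 7.5, 50 mM NaCl, 5 uM MgCl2, 0.05% BSA, 1 mM DTT. OMFP (added at 50 uM) then reacted 10 min; fluorescence read at 485/525 nm.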
USP2a inh – inhibitors of human ubiquitin-specific protease USP2a | AID 463254 | O75604 | hit rate 0.01% among 330,000 | Potency, µM (doses to about 38.3 µM), inactives show at the highest dose activity change, negative = inhibition, usual class: inhibitors | USP2 core, Ub-CHOP2 coupled fluorogenic reporter, 485/531;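 note: potency is the fitted concentration of half-maximal effect; plate controls were DMSO wells for no effect and full inhibition by NEM control for full effect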
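USP2 core (10nM final) preincubated 30min RT with compound in 20mM Tris-HCl pH 8.0, 2mM CaCl2, 2mM beta-mercaptoethanol, 0.05% CHAPS; 25nM Ub-CHOP2 plus 25nM reporter substrate added, fluorescence (Ex485/Em531) read after 60min.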
GALK inhibitor – blocks human galactokinase activity; P51570; Purified GALK, Kinase-Glo residual ATP luminescence; Potency, µM (top dose mostly 57.5 µM), inactives show at the highest dose activity change, negative = inhibition, most hits filed as inhibitors; hit rate 0.007% among 270,000; note: potency is the fitted concentration of half-maximal effect
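Luminescence from leftover ATP (Ultra-Glo luciferase/luciferin) served as read-out after a 1 h room-temperature reaction of 5 nM GALK with 35 uM ATP and 100 uM galactose.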
B2AR arrestin – beta2AR (human) beta-arrestin recruitment activity | beta-arrestin recruitment to beta2AR, cell-based reporter | hit rate 0.02% among 330,000 | Potency, µM (highest dose often 46.1 µM), for inactives: top-dose activation, actives largely listed as activators;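 note: potency is the fitted concentration of half-maximal effect; 0% = DMSO controls and full agonism = EC100 isoproterenol or metaproterenol; nearly all actives have a fitted effect of over 65% in size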
Target sequence (P07550 whole entry, looked up): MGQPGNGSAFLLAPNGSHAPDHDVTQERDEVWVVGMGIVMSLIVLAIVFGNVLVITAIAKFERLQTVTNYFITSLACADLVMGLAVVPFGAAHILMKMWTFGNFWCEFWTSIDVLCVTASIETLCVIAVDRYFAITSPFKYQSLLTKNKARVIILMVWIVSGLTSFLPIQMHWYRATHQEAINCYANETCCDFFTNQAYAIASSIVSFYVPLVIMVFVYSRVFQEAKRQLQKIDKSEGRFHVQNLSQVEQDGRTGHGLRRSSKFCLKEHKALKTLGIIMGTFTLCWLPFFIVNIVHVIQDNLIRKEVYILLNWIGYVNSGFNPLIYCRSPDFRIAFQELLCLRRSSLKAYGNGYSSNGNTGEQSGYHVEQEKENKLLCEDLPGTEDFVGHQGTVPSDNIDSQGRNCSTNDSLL
PKM2 act – activators of human pyruvate kinase M2. P14618. purified PKM2, Kinase-Glo ATP luminescence, activation; response scale: 0% is enzyme alone, no compound. Potency, µM (top dose mostly 57.5 µM), inactives show top-dose activation, usual class: activators. hit rate 0.34% among 260,000; note: potency is the fitted concentration of half-maximal effect; nearly all actives have a fitted effect of over 55% in size
Target sequence (P14618 whole entry, looked up): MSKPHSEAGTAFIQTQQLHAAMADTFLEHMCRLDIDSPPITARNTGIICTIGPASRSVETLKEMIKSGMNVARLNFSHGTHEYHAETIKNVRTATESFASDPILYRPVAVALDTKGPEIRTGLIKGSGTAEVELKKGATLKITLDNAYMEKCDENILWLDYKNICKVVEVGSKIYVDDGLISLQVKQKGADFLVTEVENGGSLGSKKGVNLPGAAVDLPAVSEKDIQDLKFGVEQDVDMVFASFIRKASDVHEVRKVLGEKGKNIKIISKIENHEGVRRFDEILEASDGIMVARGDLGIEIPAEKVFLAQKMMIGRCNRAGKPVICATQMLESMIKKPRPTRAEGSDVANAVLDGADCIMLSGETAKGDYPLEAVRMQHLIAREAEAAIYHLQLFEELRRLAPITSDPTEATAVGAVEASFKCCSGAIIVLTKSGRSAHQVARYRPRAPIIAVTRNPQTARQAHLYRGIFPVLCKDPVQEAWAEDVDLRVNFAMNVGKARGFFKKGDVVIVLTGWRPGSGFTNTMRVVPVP
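ATP formation by purified human PK-M2, quantified via coupled luciferase luminescence after 1 h at room temperature with 0.1 mM ADP and 0.5 mM PEP final.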
KCNH2 3.1 block – KCNH2 3.1 (human) potassium channel inhibition. U2OS KCNH2 3.1, thallium flux FluxOr; stronger effect = lower value. activity change, % (tested at about 1.8 µM). hit rate 0.95% among 340,000;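 active = maximum activity change below -70%; inconclusive = maximum activity change from -70% to -50%; inactive = maximum activity change above -50%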;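 note: thallium influx rate constant from kinetic fluorescence after stimulation buffer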
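U2OS cells transduced with KCNH2 3.1 mutant virus (1.77 x 10^8 /mL, 4 h), plated overnight at 37 C, loaded 45 min with FluxOr dye plus Red40 quencher. Thallium flux rate constant from kinetic reads after stimulation buffer, normalised to controls.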
uPA generation – inhibitors of cell surface uPA generation; cell surface uPA generation assay, qHTS; Potency, µM (highest dose often 38.3 µM), for inactives: at the highest dose activity change, negative = inhibition, most hits filed as inhibitors; hit rate 0.31% among 330,000; active = well fitted inhibition curve with a large enough effect; inconclusive = small, poorly fitted or top-dose-only effect; inactive = no such curve, though single readings can be large or run the other way; tested in mouse RAW 264.7 cells; note: potency is the fitted concentration of half-maximal effect; nearly all actives have a fitted effect of over 55% in size
BCR signal inh – blocks chronic active B-cell receptor signaling; Potency, µM (top dose mostly 46.1 µM), for the others: at the top dose ratio change, negative = lower green/red ratio, most hits filed as inhibitors; ABC-DLBCL IkBa-CBG/CBR reporter, luminescence ratio, 4 h; hit rate 0.05% among 340,000; active = well fitted inhibition curve with a large enough effect in the signal ratio, with a control signal flat, not every such curve was filed as active; inconclusive = small, poorly fitted or top-dose-only effect, or effect the other way, or a change in a side signal; the % refers to the signal ratio;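 note: potency is the fitted concentration of half-maximal effect; plate controls were basal doxycycline-induced cells for no effect and cells given 10 µM MG132 for full effect; MG132 reads +100%, hits lower the ratio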
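TMD8 ABC-DLBCL cells carrying doxycycline-inducible green luciferase fused to IkappaBalpha plus unfused red luciferase were exposed to compounds (up to 46 uM) for 4 hrs at 37C. Activity came from the overlap-corrected green/red luminescence ratio.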
* hit, by the source's call; ? = inconclusive; . = not tested or not shown; & = joins results of further samples; [ ] = another dose, or the depositor's remark. Unless noted, calls come from the whole dose curve; as a rule, active = well fitted curve in the direction sought with a large enough effect; inconclusive = small, poorly fitted or top-dose-only effect, or another doubt; inactive = no such curve, though single readings can be large; an effect the other way counts as inactive or inconclusive. Unless noted, % is set by controls: 0 for no effect and ±100 for the full control effect.

SMILES	Giardia kill	hERG WT inh	Coupling enz	Eya2 phos inh	USP2a inh	GALK inhibitor	B2AR arrestin	PKM2 act	KCNH2 3.1 block	uPA generation	BCR signal inh
COc1ccc(N2C=C3C(=O)C(C)(OC(=O)CCc4ccccc4)C(=O)C=C3C=C2c2ccc(C#N)cc2)cc1 (stereo unspecified)	-15	-5	-1&-7	7%	-8%	1%	-0.4%	-16%[11.5 µM]	27	23%	6%
CCCCn1nnnc1NCc1cccnc1	44[activator]	1	2	-12%	0%	0%	0.0%	7%	-1	2%	6%
O=C1c2ccccc2C(=O)N1CC#CCN1CCN(C2CCCCC2)CC1	4	24	0	-10%	0%	7%	0.4%	1%	-13	5%	5%
NC(=O)c1c(NC(=O)c2cc3ccccc3o2)sc2c1CCC2	-23	-36	-1	6%	-3%	0%	0.3%	0%	19	3%	?
CCC(Oc1ccccc1)C(=O)N1CCN(c2ccccn2)CC1 (stereo unspecified)	-6	17	0	-17%	0%	3%	-0.2%	11%	0	-3%	1%
Cc1ccc(S(=O)(=O)NCC(=O)Nc2ccc3c(c2)OCO3)cc1	-5	-1	-1	5%	2%	7%	0.2%	.	9	0%	-5%
COc1ccc(C2C(C#N)=C(C)NC3=C2C(=O)CC(C)(C)C3)c(OC)c1 (stereo unspecified)	-14	20	-7	6%	1%	-1%	-0.2%	-1%	7	-10%	?
O=C(NCc1ccco1)/C(=C/c1ccc(Br)cc1)NC(=O)c1ccco1	22	11	3	1%	0%	-2%	-0.3%	4%[0.46 µM]	-2	2%	0%
CCOC(=O)CCc1c(C)c2ccc(OCc3nn[nH]n3)c(C)c2oc1=O	3	-3	11	1%	5%	4%	-1.2%	0%	12	-2%	-6%
CCOc1c(Br)cc(CNc2ccc(N3CCN(C(C)=O)CC3)cc2)cc1OC	-6	-1	-5	-12%	10%	0%	0.1%	19%	3	0%	-10%
Cc1ccccc1NC(=O)c1cccc(OCc2c(C)noc2C)c1	-7	-4	1	1%	1%	0%	0.5%	-2%	-4	-1%	-5%
O=C(CC(CC(=O)c1ccc(Cl)cc1)c1ccccc1C(=O)O)c1ccc(Cl)cc1	7	-17	6	3%	5%	-5%	0.4%	2%	-2	-9%	13%
Cc1cc(N/N=C/c2ccccc2Cl)nc(NCc2ccccc2)n1	-11	42	-5	4%	4%	.	-1.6%	3%	-24	-13%	?
CCCOC(=O)CCCN1C(=O)/C(=C2\SC(=S)N(CCCC(=O)OCCC)C2=O)SC1=S	-3	-1	-11	-1%	-9%	11%	-0.1%	-6%	-1	-7%	1%
O=C(O)/C=C/c1cnn(-c2ccccc2)c1	-1	-6	2	-16%	-1%	8%	-0.2%	0%	-5	-1%	13%
C=CCNCCCCOc1ccc(Br)cc1C	7	48	0	-3%	-1%	2%	0.2%	-1%	5	-1%	-2%
O=C(C1=NN(c2ccccc2)C2C(=O)N(c3ccccc3)C(=O)C12)c1ccccc1 (stereo unspecified)	9	-2	0	0%	4%	0%	-0.2%	4%	-15	-3%	8%
COc1cc(NC(=O)Cc2ccc(S(=O)(=O)N3CCOCC3)s2)c(OC)cc1Cl	29	9	.	2%	2%	.	0.7%	.	0	6%	9%
Cn1c(=O)c2c(ncn2CC(=O)OCC(=O)Nc2ccc(F)cc2F)n(C)c1=O	16	-1	.	21%	-1%	.	0.3%	.	13	14%	-1%
COc1ccccc1CNC(=O)CCNS(=O)(=O)c1ccc2c(c1)oc(=O)n2C	-1	4	.	-1%	-11%	-3%	0.0%	.	4	4%	0%
O=C(COc1ccc([N+](=O)[O-])cc1Cl)N1CCc2ccccc21	-3	7	.	-4%	1%	.	-1.4%	.	6	?	?
Cc1cc(C)n(-c2ccc(C(=O)OCC(=O)Nc3cc(S(C)(=O)=O)ccc3Cl)cc2)n1	-2	2	.	0%	1%	.	0.2%	.	-1	9%	?
Cc1nn(CC(=O)c2ccc(Br)s2)c(C)c1[N+](=O)[O-]	4	-2	1	-5%	-3%	1%	1.0%	-11%	-9	4%	0%
COc1cc(C#Cc2c(-c3ccccc3OC)oc3ccccc23)cc(OC)c1	-19	-6	.	-2%	-3%	.	0.3%	.	11	19%	?
C#CCN1CC(C)/C(=N/O)CC1C (stereo unspecified)	-7	3	0	8%	0%	4%	0.1%	-8%	-11	5%	-6%

Later entries
SMILES	Giardia kill	hERG WT inh	Coupling enz	Eya2 phos inh	USP2a inh	GALK inhibitor	B2AR arrestin	PKM2 act	KCNH2 3.1 block	uPA generation	BCR signal inh
COc1ccc(C(=O)COC(=O)Cc2c[nH]c3ccccc23)c(OC)c1	-7	-3	.	-2%	4%	.	0.0%	.	2	0%	4%
COc1cccc(C(=O)NCc2nnc(SCC(=O)Nc3nccs3)n2-c2ccccc2)c1	-17	2	0	-1%	3%	-3%	0.1%	-4%	0	3%	?
O=S(=O)(Cc1noc(-c2ccccc2Cl)n1)c1ccccn1	-3	1	0	11%	2%	5%	-1.4%	0%	10	12%	?
COc1ccccc1/C=C(\C#N)C(=O)Nc1ccc(S(N)(=O)=O)cc1	42[activator]	-36	7	-4%	-1%	1%	-0.2%	-3%	-19	-1%	6%
Cc1ccc(C)c(N2CCN(C(=O)c3cc(S(=O)(=O)N4CCCC4)cn3C)CC2)c1	22	-5	0	-7%	2%	.	-0.2%	-1%	8	-3%	4%
CCN1CCN(S(=O)(=O)c2ccc(Cl)c(C(=O)N(C)Cc3ccc(Cl)cc3Cl)c2)CC1	-8	22	.	2%	2%	5%	0.2%	-1%	.	-5%	2%
COc1cc2c(cc1NC(=O)CSc1ccccn1)oc1ccccc12	39[activator]	1	-4	?	0%	-2%	-0.1%	-2%	15	5%	?
CCCOc1ccc(C(=O)CCC(=O)OCC(=O)Nc2cc(C)on2)cc1	.	.	4	2%	0%	1%	-0.1%	3%	.	.	?
Cc1cc(NC(=O)CCC(=O)N(Cc2ccco2)C2(C(=O)NC3CCCC3)CCCCC2C)no1 (stereo unspecified)	6	-5	4	-24%	0%	4%	-0.4%	.	-11	5%	2%
Cc1ccc(S(=O)(=O)N2CCN(C(=O)CSc3ncn[nH]3)CC2)cc1	-1	-3	.	4%	-1%	.	-2.3%	.	-17	-1%	-1%
COC(=O)C1=C(C)N(C)C(=S)N(C)C1c1cccc(Br)c1 (stereo unspecified)	-2	4	5	2%	0%	0%	-0.3%	3%	-11	-5%	6%
COc1ccc(CCNC(=O)CN2CCN(S(=O)(=O)c3ccc(Cl)cc3)CC2)cc1OC	15	11	2	0%	0%	-2%	0.2%	-7%	-10	0%	?
COc1ccc(CNc2oc(Cc3cccc4ccccc34)nc2C#N)cc1	4	-8	-2	5%	-6%	5%	-0.2%	-3%	-7	15%	-17%
CCOc1cccc(CN2CCN(c3cccc(C(F)(F)F)c3)CC2)c1O	13	-40	1	-18%	-5%	0%	0.2%	0%	2	.	-14%
CCOc1cc(N2CCOCC2)c(OCC)cc1NC(=O)CN1CCCC(C)C1 (stereo unspecified)	?	27	-4	-11%	0%	2%	-1.4%	5%	-1	5%	?
N#Cc1cc2ccccc2n2nnnc12	-1	1	3	11%	0%	-1%	2.3%	-2%	9	-1%	6%
COc1ccc(NC(=O)c2csc3c2CCCCC3)c(OC)c1	9	0	-3	-2%	0%	-1%	0.5%	0%	12	1%	?
CN(C)S(=O)(=O)c1ccc(N2CCCC2)c(C(=O)Nc2nc3c(ccc4ccccc43)s2)c1	36[activator]	-14	-3	3%	1%	2%	-0.5%	-7%	-19	0%	3%
O=C(NCCN1CCCCC1)c1cc(COc2c(F)cccc2F)on1	29	12	2	13%	-1%	1%	-0.7%	.	-10	-4%	-1%
COc1ccc(-n2nnnc2-c2ccc(S(C)(=O)=O)cc2Cl)cc1	-8	0	2	-4%	2%	5%	-0.6%	.	-4	-11%	-1%
COCc1cc(=O)[nH]c(Nc2nc(C)c3cc(OC)ccc3n2)n1	.	.	-1	4%	0%	0%	-0.2%	-6%	.	.	?
Cc1ccc(S(=O)(=O)/N=C2/NC(=O)/C(=C/c3ccccn3)S2)cc1	1	12	11	-6%	2%	3%	-0.9%	5%	-6	2%	-2%
C=CC[C@@H](CC(=O)OC(C)(C)C)C(=O)OC[C@H]1CCCN1C(=O)[C@@H](CC=C)CC(=O)N(CCO)Cc1ccccc1	-2	.	.	-29%	-1%	.	3.4%	.	.	-5%	-2%
COC(=O)c1cc(=O)n(-c2c(Cl)cc(C(F)(F)F)cc2Cl)[nH]1	-11	-7	6	-3%	0%	.	0.5%	0%	5	2%	?
Cc1nnc(SCC(=O)c2c(N)n(C3CC3)c(=O)[nH]c2=O)n1-c1ccccc1	8	-2	.	10%	-1%	.	-0.1%	.	-1	-15%	3%
